MT1-MMP act inh – blocks activation of human MT1-MMP; HT1080 RFP-PRO-GFP cells, GFP/RFP ratio fluorescence, overnight; percent of plate control window, DMSO zero; 360,000 tested, 0.061% active; GFP/RFP ratio change, % at 20 µM; P50281;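 active = GFP/RFP ratio change of at least 30% with cell ATP level not reduced by more than half and red fluorescence within 50% of control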; also: strong numbers were not always called active
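Assay system: HT1080 cells carrying an RFP-PRO-GFP reporter | Dosing: Single dose of 20 µM compound, 1% DMSO final | Incubation: Cells overnight before dosing, compound overnight, 37 °C, 5% CO2 | Evaluation: GFP/RFP fluorescence ratio | Control set: DMSO and RFP-L50D-GFP cell wells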
Neddylation inh – blocks human cullin neddylation. TR-FRET cullin neddylation, biochemical. calls only at 25 µM. 360,000 tested, 0.58% active. AID 651699; in the data active = inhibition above about 36%
SKN-1 inh – inhibitors of C. elegans SKN-1; C. elegans VP596 Pgst-4::GFP/RFP ratio, acrylamide-induced, 24 h; inhibition, % at 21.8 µM; 360,000 tested, 0.49% active;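 active = interference check ratio from 0.5 to 1.5 plus GFP to RFP signal ratio inhibition reaching or exceeding a fixed threshold, cut at about 30% in these data, passing the limit was not always enough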; also: some compounds called inactive have numbers as strong as hits
NadD inh – inhibitors of Staphylococcus aureus NadD. purified NadD enzyme, colorimetric absorbance read-out. inhibition, % at 20 µM. 360,000 tested, 0.78% active. AID 602399; in the data active = inhibition above about 26%; also: some compounds past the cut are filed as inactive
MLLE-PAM2 inh – inhibitors of microRNA-mediated deadenylation, human PABP1 MLLE binding; 360,000 tested, 0.36% active; inhibition, % at 20 µM; GST-MLLE / FITC-PAM2 fluorescence polarization; P11940; AID 588489; in the data active = inhibition above about 35%, passing the limit was not always enough;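 also: plate controls were DMSO wells with GST-MLLE for no effect and wells lacking GST-MLLE protein for full effect; some results filed as inactive read as strong as hits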
Target sequence (P11940 whole entry, looked up): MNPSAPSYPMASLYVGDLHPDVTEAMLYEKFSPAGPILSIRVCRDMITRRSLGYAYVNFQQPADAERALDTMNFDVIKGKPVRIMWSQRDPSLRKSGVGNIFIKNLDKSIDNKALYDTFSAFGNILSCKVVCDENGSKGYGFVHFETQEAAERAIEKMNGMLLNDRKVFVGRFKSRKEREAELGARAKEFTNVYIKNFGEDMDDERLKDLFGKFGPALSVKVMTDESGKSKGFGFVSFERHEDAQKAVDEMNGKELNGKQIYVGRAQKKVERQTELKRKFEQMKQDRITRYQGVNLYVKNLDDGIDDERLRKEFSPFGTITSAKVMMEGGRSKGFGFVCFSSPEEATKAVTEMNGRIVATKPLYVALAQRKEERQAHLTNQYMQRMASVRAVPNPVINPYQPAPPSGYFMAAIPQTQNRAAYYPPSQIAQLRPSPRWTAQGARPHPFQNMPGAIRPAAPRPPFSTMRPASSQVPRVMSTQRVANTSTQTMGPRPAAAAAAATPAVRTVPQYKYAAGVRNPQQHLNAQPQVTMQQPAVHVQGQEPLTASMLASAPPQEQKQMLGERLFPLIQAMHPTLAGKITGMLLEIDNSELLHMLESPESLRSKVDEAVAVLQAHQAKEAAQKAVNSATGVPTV
FAS TE block – FAS thioesterase (human) inhibition | P49327 | recombinant FAS-TE, OMFH fluorogenic substrate, fluorescence endpoint | inhibition, % at 15 µM | 360,000 tested, 0.67% active | AID 602261;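 active = compounds whose normalised, plate-corrected inhibition of enzyme fluorescence in the single-dose primary screen is 50% or more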;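 also: 0% = DMSO with enzyme and 100% = substrate without enzyme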
CSN inh – inhibitors of human CSN-mediated cullin deneddylation | Q92905 | Purified CSN, SCF-Nedd8-OG deneddylation, fluorescence polarization | inhibition, % at 12.5 µM | 360,000 tested, 0.38% active | AID 651999;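 active = pattern-corrected inhibition above about 35%, with an unprinted fluorescence ratio check between 0.5 and 1.5, limit read from the data, passing the limit was not always enough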;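 also: 0% = enzyme with substrate and 100% = substrate without enzyme; some results filed as inactive read as strong as hits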
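Assay system: HEK293T-derived human Csn5 enzyme; quantity: 0.24 nM enzyme; medium: Tris/NaCl/DTT buffer, pH 7.5; also added: substrate SCFSkp2-Nedd8OG, 10 nM; doses: 12.5 µM compound; schedule: 90 min reaction at room temperature; signal: FP; read-out: % inhibition of substrate cleavage by Csn5; benchmarks: substrate-only high control, full reaction low control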
Rin1-Abl PPI inh – inhibitors of human Rin1-Abl protein interaction; 360,000 tested, 0.4% active; inhibition, % at 7.35 µM; TR-FRET Rin1/Abl binding, biochemical; in the data active = inhibition above about 5%, passing the limit was not always enough
Rpn11 inh – inhibitors of human proteasome Rpn11 | O00487 | human 26S proteasome, Ub4-pepOG fluorescence polarization; 20S core pre-blocked with epoxomicin | calls only at 20 µM | 360,000 tested, 0.59% active;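 active = inhibition at 20 µM, scaled to each plate's controls, above about 33%, limit read from the data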
Target sequence (O00487 whole entry, looked up): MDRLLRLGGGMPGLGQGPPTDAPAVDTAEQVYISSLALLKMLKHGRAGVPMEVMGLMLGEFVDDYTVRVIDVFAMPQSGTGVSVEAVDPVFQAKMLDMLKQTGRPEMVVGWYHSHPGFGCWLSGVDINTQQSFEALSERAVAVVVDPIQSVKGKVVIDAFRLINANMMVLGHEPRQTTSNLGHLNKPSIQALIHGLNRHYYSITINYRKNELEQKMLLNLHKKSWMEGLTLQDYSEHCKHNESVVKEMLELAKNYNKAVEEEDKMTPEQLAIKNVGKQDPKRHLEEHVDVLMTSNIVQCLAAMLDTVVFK
Starred values were filed as active, the others as inactive; i = inactive; x = not tested or not shown; + = active, no number.

SMILES	MT1-MMP act inh	Neddylation inh	SKN-1 inh	NadD inh	MLLE-PAM2 inh	FAS TE block	CSN inh	Rin1-Abl PPI inh	Rpn11 inh
O=C(CSc1nnc(-c2ccoc2)o1)N1CCOCC1	-2	i	-10	-2	-1	-5	0	6	i
Brc1ccc(NCc2nnc3n2CCCCC3)cc1	-5	i	5	2	-1	-4	-5	-1	i
CC(C)NC(=O)C1CCN(C2CCN(Cc3nc4ccccc4s3)CC2)CC1	2	i	-1	4	6	-4	8	-3	i
CCCC(=O)NC(=S)Nc1cccc(Cl)c1N1CCCCC1	-7	i	-4	0	34	33	-1	6	i
CS(=O)(=O)c1ccc2nc(NC(=O)CN3CCCCCC3)sc2c1	2	i	12	0	12	-8	-4	-3	i
CC(=O)c1c(C)[nH]c(C(=O)COC(=O)C2CC2)c1C	-3	i	-12	-5	20	-6	-4	-2	i
CCOCCC(=O)Nc1ccc2c(c1)c(=O)n(C)n2Cc1cccc(C(F)(F)F)c1	4	x	6	0	-4	-9	4	0	i
CC(C)CNc1oc(-c2ccccc2Cl)nc1C#N	2	+	10	-4	9	10	0	0	i
COc1ccc(-c2cc(C)no2)cc1S(=O)(=O)N1CCCN(Cc2ccccc2Cl)C1	-5	i	8	-3	-4	17	0	0	i
Cc1ccccc1OCCNC(=O)c1ccco1	5	i	1	1	0	-4	2	1	i
CNC(=S)NNC(=O)c1ccc(N(C)C)cc1	-9	i	3	-3	-29	-8	1	0	i
CCOc1ccc(N2CC(C(=O)Nc3cc(OCC)c(N4CCOCC4)cc3OCC)CC2=O)cc1 (stereo not given)	3	i	-1	2	-20	1	6	-3	i
COc1ccccc1C(=O)N1CCN(CCNC(=O)C(=O)Nc2ccc(Br)c(C)c2)CC1	-1	i	-4	0	0	2	1	-2	i
O=c1c2ccccc2nc(SCc2ccccc2)n1Cc1ccco1	-3	i	6	-5	6	26	2	1	i
CCC(C)(NC=O)C(=O)Nc1c(C)cccc1C (stereo not given)	1	i	-14	-1	0	-6	1	1	i

Entries above printed as active in Neddylation inh:
Compound	MT1-MMP act inh	Neddylation inh	SKN-1 inh	NadD inh	MLLE-PAM2 inh	CSN inh	Rin1-Abl PPI inh	Rpn11 inh
CC(C)CNc1oc(-c2ccccc2Cl)nc1C#N	2	+	10	-4	9	0	0	i

(continued)
SMILES	MT1-MMP act inh	Neddylation inh	SKN-1 inh	NadD inh	MLLE-PAM2 inh	FAS TE block	CSN inh	Rin1-Abl PPI inh	Rpn11 inh
Cc1nc(NC(=O)CN2CCN(c3cccc(Cl)c3)CC2)sc1C(=O)N(C)C	-3	i	-21	0	8	-3	-5	-1	i
Cc1cc(C)n(Cc2ccc(C(=O)Nc3ccc(Br)cc3C)o2)n1	1	i	10	-3	12	-2	4	-2	i
Cn1nc(C(=O)Nc2cccc(C(F)(F)F)c2)ccc1=O	-1	i	17	0	-10	-6	8	0	i
Nc1cc(=O)[nH]c(SCCSc2cc(Cl)ccc2Cl)n1	4	i	-1	3	21	3	-1	0	i
Cc1ccc(C)c(NC(=S)N2CCC(C(=O)c3ccc(F)cc3)CC2)c1	2	i	11	4	-94	8	-1	-3	i
COc1ccc(NC(=O)c2cc([N+](=O)[O-])ccc2NC(=O)CNCc2ccccn2)c(OC)c1	-8	i	5	18	14	43	1	-2	i
CC(C)N1CCN(c2ccncc2S(=O)(=O)N2CCCCC2)CC1	-3	i	5	-2	17	-7	-1	1	i
CNC(=O)c1ccc2nc(NC(C)=O)sc2c1	9	i	9	1	-2	-11	5	1	i
COc1ccc(NS(=O)(=O)c2ccc3oc(SC4CCOC4=O)nc3c2)cc1 (stereo not given)	-3	i	17	0	0	4	3	-3	i
Cc1nn(-c2ccccc2)c(C)c1C(=O)OC/C(O)=C(\C#N)c1nc2ccccc2[nH]1	-10	i	9	29	-40	-1	6	-1	i
COC(=O)c1cc(OC)c(OC)cc1NC(=O)c1ccc(OC)c(OC)c1	-8	x	-7	-11	2	3	-1	-2	i
Cc1ccc(S(=O)(=O)NC(C)(C)CSc2nncn2N)cc1	-3	i	-10	-4	-15	-7	1	2	i
COc1ccc(/C=C2\SC(=O)N(CCNC(=O)Cn3cnnn3)C2=O)cc1	-1	i	5	3	-77	-6	4	-6	i
O=C(O)CSc1cccc[n+]1[O-]	5	i	1	-6	5	-4	-2	-2	i
COc1ccccc1OCCn1cc(C#N)c2ccccc21	2	i	4	-9	7	14	0	0	i
CC(C)NC(=O)N(C)C[C@H]1Oc2ccc(NC(=O)c3ccncc3)cc2C(=O)N([C@H](C)CO)C[C@@H]1C	-4	i	-5	26	-82	-10	0	4	i
Cc1ccc(S(=O)(=O)N2C[C@H]3[C@H]4C(=O)N(c5ccccc5)C(=O)[C@H]4CC(=O)[C@H]3[C@@H]2c2ccccc2)cc1	3	i	7	4	3	5	0	1	i
O=C(COC(=O)c1ccc2ccccc2n1)c1ccccc1	0	i	-3	-8	-6	1	-5	0	i
O=C(c1ccccc1)c1sc(N2CCCCCC2)nc1-c1ccccc1	-3	i	-6	0	22	20	3	-5	i
COc1ccc(Nc2nc(N)nc(CN3CCC(Cc4ccccc4)CC3)n2)cc1	2	i	-8	0	-12	10	-1	-1	i
Brc1ccc(C=Nc2ccc3c(c2)OCCOCCOCCO3)s1	-2	i	6	0	3	-4	2	0	i
CCN(CC)CCn1c(NCc2ccccn2)nc2ccccc21	3	i	10	-2	-11	-10	4	1	i
O=C(CCN1C(=O)/C(=C\c2ccccc2)SC1=S)NCCCN1CCOCC1	-1	i	-2	-5	29	-4	-6	-6	i
CCN(CC)S(=O)(=O)c1cccc(C(=O)NCCCn2ccnc2)c1	-3	i	-7	-6	-4	-6	1	0	i
O=[N+]([O-])c1ccc(-c2cn3c(n2)SCC3)cc1	7	i	-5	-2	5	0	1	-1	i
Cn1c(=O)[nH]c(=O)c2c1nc(Br)n2C/C=N/Nc1ccccc1	0	i	-10	4	-4	-2	-1	4	i
O=C(NC1CCN(C(=S)Nc2ccc(F)cc2)CC1)C1CCCCC1	-1	i	10	3	-63	-6	0	5	i
Cc1cccc(Nc2ccc(NCc3ccccc3)nn2)c1	8	i	2	0	13	-7	-5	1	i
CCc1ccc(NC(=O)CSc2nnc(-c3ccco3)o2)cc1	-1	i	8	-7	-12	7	3	-2	i
Cc1cc(-c2ccc(Cl)cc2)n2ncnc2n1	3	i	-2	1	3	-4	-5	0	i

Next section, starting with the last 4 of the part before.
SMILES	MT1-MMP act inh	Neddylation inh	SKN-1 inh	NadD inh	MLLE-PAM2 inh	FAS TE block	CSN inh	Rin1-Abl PPI inh	Rpn11 inh
O=C(NC1CCN(C(=S)Nc2ccc(F)cc2)CC1)C1CCCCC1	-1	i	10	3	-63	-6	0	5	i
Cc1cccc(Nc2ccc(NCc3ccccc3)nn2)c1	8	i	2	0	13	-7	-5	1	i
CCc1ccc(NC(=O)CSc2nnc(-c3ccco3)o2)cc1	-1	i	8	-7	-12	7	3	-2	i
Cc1cc(-c2ccc(Cl)cc2)n2ncnc2n1	3	i	-2	1	3	-4	-5	0	i
CC(C)C(=O)N1CCN(c2ccccc2NC(=O)c2ccc(Br)o2)CC1	-7	i	9	-2	-14	16	-2	1	i
CN1CCN(C(=O)C2=C[C@@H](c3ccc(C(F)(F)F)cc3)C[C@@H](OCCCCO)O2)CC1	2	i	7	-2	16	-10	-1	4	i
COc1cccc(CNC(=O)c2ccc(F)c(S(=O)(=O)N3CCCCC3)c2)c1	1	i	-7	-1	-9	2	9	6	i
COc1ccc(C(=O)NCC(=O)O)cc1	3	i	1	0	-11	-7	-1	-4	i
O=C(c1c(Cl)cccc1Cl)N1CCCCCC1	23	i	3	-1	8	-7	3	2	i
CCCNC(=O)c1cc(Cl)c(NC(=O)C2=C(C)OCCS2)cc1OC	1	i	16	-12	5	8	1	1	i
N/C(CC(=O)Nc1ccc(F)cc1)=N\O	2	i	6	-3	-7	-13	2	-2	i
O=C1c2ccccc2C(=O)N1CCCCSc1nnc2c(Cl)cc(Cl)cn12	4	i	-7	-1	-12	4	5	-1	i
C[C@]12C=C[C@H](O)CC1=CCC1C2CC[C@@]2(C)C1CCC21OCCO1 (stereo not given in full)	7	i	-6	0	1	-1	3	2	i
COc1ccc(C(C)(O)c2nc(-c3cccc(C(C)C)c3)cs2)cc1 (stereo not given)	-3	i	6	-3	3	26	4	-1	i
Cc1ccc(C)c(N2CCN(C(=O)c3cc(S(=O)(=O)N4CCOCC4)ccc3F)CC2)c1	-2	i	-2	-1	14	11	-2	-4	i
COc1ccc(-n2cc(CNCC3CC(=O)N(C4CC4)C3)c(-c3ccccc3Cl)n2)cc1 (stereo not given)	2	i	2	-11	-5	-3	0	1	i
COc1ccc2c(c1)CCc1c-2n[nH]c1C(=O)O	-3	i	-22	2	-5	-7	1	1	i
O=C(CCCOc1ccccc1)N1CCc2ccccc2C1	0	i	5	-5	-3	8	-1	-1	i
CC(C)C(C(=O)NC(C)(C)C)N(CCN1CCOCC1)C(=O)CNS(=O)(=O)c1ccccc1 (stereo not given)	0	i	0	-4	6	-6	0	1	i
CCCNC(=O)c1[nH]c(C)c(C(C)=O)c1C	-3	i	29	0	-5	-3	-1	1	i
COc1ccc2c(c1)CCC(C)N2S(=O)(=O)c1ccc(C2CNC(=O)C2)cc1 (stereo not given)	3	i	3	-1	9	-7	-3	0	i
O=S(=O)(Nc1ccccn1)c1ccc(-n2cccn2)cc1	-1	i	6	2	-2	-7	6	1	i
O=S(=O)(Nc1nc2ccccc2nc1Nc1cccc(S(=O)(=O)N2CCCCC2)c1)c1ccccc1	-28	x	2	25	26	30	-6	-3	i
CC(C)C(=O)Nc1nnc(CSCc2ccccc2F)s1	-8	i	11	4	5	-7	1	1	i
Cc1ccc(S(=O)(=O)Nc2ccccc2N=Cc2ccc([N+](=O)[O-])cc2[N+](=O)[O-])cc1	-1	i	20	5	9	5	0	1	i
COc1ccc(/C=C/C2=NNC(=O)CC2)cc1	-3	i	15	-3	6	1	-8	1	i
COc1ccc2[nH]c(C(=O)Nc3ccc(F)cc3Br)cc2c1	-4	i	4	-1	2	-9	2	-99	i
CC(=O)N1CCCc2cc(S(=O)(=O)N(C)Cc3ccccc3)ccc21	-17	i	4	2	1	0	2	-5	i
CC(=O)Nc1ccc(S(=O)(=O)N(C)c2ccc(OCCOc3ccccc3F)cc2)cc1	3	i	7	0	-5	0	0	2	i
COc1ccc(-c2noc(N3CCC(C(=O)Nc4ccc(OC)cc4OC)CC3)n2)cc1	-5	i	12	-10	13	14	0	1	i
CCN(C(=O)COC(=O)CSc1ccc(F)cc1)c1c(N)n(Cc2ccccc2)c(=O)[nH]c1=O	1	i	3	-4	9	-9	-8	-2	i
COc1ccc(N2CC(C(=O)Nc3nnc(SCC(=O)N4CCCC4)s3)CC2=O)cc1 (stereo not given)	-3	i	9	-3	-12	-1	4	4	i
O=C1CCC[C@@H]2C[C@@]3(C[C@@H]4CCN1[C@H]24)Nc1cc([N+](=O)[O-])ccc1NC3=NC1CCCCC1	-10	i	14	12	-62	1	4	-1	i
Cc1ccc(-c2csc(C(C#N)=C3CCCC3)n2)cc1	1	i	-2	8	-8	19	-4	3	i

No enrichment for hits. Share with any hit: about 3.9%.
